Assay outcomes (PubChem)
ERK EGF inh – inhibitors of EGF-stimulated ERK signaling pathway; Potency, µM (titrated, usually from 11.5 µM), inactives show at the top dose activity change, negative = inhibition, hits mostly inhibitors; HEK293-V1b, EGF-stimulated phospho-ERK AlphaScreen; 0.41% of 130,000 active; active means well fitted inhibition curve with a large enough effect; inconclusive means small, poorly fitted or top-dose-only effect, or effect the other way;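 further: plate controls were stimulated vehicle wells for no effect and unstimulated vehicle basal for full effect; nearly all actives have a fitted effect of over 55% in size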
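EGF-stimulated (25 nM, 5 min) phospho-ERK in HEK293 cells stably expressing V1b, cells pretreated 30 min with compound at 37C. Homogeneous AlphaScreen read on lysates.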
Numbers without * were called inactive; ? = inconclusive; & = joins results of further samples; [ ] = remark or other dose. Potency means the concentration at half of the fitted maximal effect. These rows are one share of the data (hit frequency here may not be typical).

| canonical_smiles | ERK EGF inh |
| --- | --- |
| O=C(N/N=C/c1c[nH]c2ccccc12)C1COc2ccccc2O1 (stereo not drawn) | -2% |
| Cc1ccc(Cn2c(SCC(=O)N/N=C/c3ccccc3OCC(=O)O)nc3ccccc32)cc1 | 30%[57.5 µM] |
| C#CCOCCOCCOCCNc1nc(N2CCN(C(=O)[C@H](Cc3cc4ccccc4[nH]3)n3cc([C@@H](N)C(C)CC)nn3)CC2)nc(N2CCN(C(=O)[C@H](Cc3cc4ccccc4[nH]3)n3cc([C@@H](N)CC(C)C)nn3)CC2)n1 (stereo partly drawn) | -12%[57.5 µM] |
| Cc1cc(NC(=O)c2ccccc2F)on1 | -3% |
| Cc1cc(C)c(NC(=O)Cn2cnc3c(oc4ccccc43)c2=O)c(C)c1 | -13% |
| CN(C(=O)COC(=O)c1ccc2c(c1)OCCO2)c1ccccc1 | -13% |
| COc1cccc(NC(=O)COC(=O)Cc2ccc(Cl)cc2)c1 | -2% |
| Brc1ccc(-c2csc(N/N=C/c3cccnc3)n2)cc1 | ? |
| O=C(COC(=O)Cc1n[nH]c(=O)c2ccccc12)Nc1cccc(C(F)(F)F)c1 | -3% |
| Cc1cc(C)n(-c2ccc(C)c(Cl)c2)n1 | -2% |
| COC(=O)c1ccccc1Oc1ccc(NC(=O)C(C)(C)CCl)cc1 | 2% |
| NNC(=O)CN1C(c2ccccc2Br)=Nc2ccc(Br)cc2C1c1ccccc1 (stereo not drawn) | 16% |
| c1ccc(N2CCN(c3ccccc3)C2c2cccnc2)cc1 | ? |
| CCNC(=O)C1Cc2ccccc2CN1S(=O)(=O)c1ccc(F)cc1 (stereo not drawn) | -11%[57.5 µM] |
| COC(=O)CCC(=O)N1CCOCCOCCN(C(=O)CCC(=O)OC)CCOCCOCC1 | 12% |
| Cc1csc2c(SCC(=O)NNC(=O)C(Cl)Cl)ncnc12 | 5%[57.5 µM] |
| O=S1(=O)CCC(n2ncc3c2/C(=C/c2ccccc2)CC3)C1 (stereo not drawn) | -1% |
| NNC(=O)CSc1nnnn1-c1ccccc1 | 7%[57.5 µM] |
| Nc1ccc(CSc2ccc(Cl)cc2)cc1 | -2% |
| O=C(c1ccc(F)cc1)N1CCN(C(=O)c2ccc([N+](=O)[O-])cc2)CC1 | -5% |
| COc1cccc(CN2CCN(C3CSCCSC3)CC2CCO)c1 (stereo not drawn) | -18% |
| COc1ccc(C(c2nnnn2CS(=O)(=O)c2ccc(C)cc2)N2CCN(c3ncccn3)CC2)cc1 (stereo not drawn) | 4% |
| CCNS(=O)(=O)c1ccc(OC)c(C(=O)NC2CCCCC2)c1 | -3% |
| Cc1ccccc1-c1nc(-c2ccc(NC(=O)c3ccc(Br)o3)cc2)no1 | -7% |
| CN(Cc1nc(-c2ccccc2)no1)C1CCOCC1 | 1%[57.5 µM] |
| CN(C)S(=O)(=O)c1ccc(C(=O)NCC2(N3CCCCC3)CCCCC2)cc1 | 1% |
| COc1ccc(C(=O)NNC2=CC(=O)CC(C)(C)C2)cc1OC | -11% |
| CCCC/C(O)=C1\C(=O)CC(C)(C)CC1=Nc1ccc(N)cc1 | -7% |
| Cc1cccc(Cc2cnc(NC(=O)C3=NCCN3)s2)c1 | -4% |
| COc1ccc(NC(=O)Nc2cnccn2)cc1 | 2%[57.5 µM] |
| CCOC(=O)c1[nH]c2ccc(OC)cc2c1NC(=S)N1CCN(c2ccc(F)cc2)CC1 | 6% |
| O=C1N=C(O)CN1/N=C\c1ccc(-c2ccc([N+](=O)[O-])cc2)o1 | 10% |
| CC(C)=CCc1c2c(c3occ(-c4ccc(O)c(O)c4)c(=O)c3c1O)C=CC(C)(C)O2 | ? |
| CCOc1ccc(N2C(=O)S/C(=C\c3ccc(O)c(OCC)c3)C2=O)cc1 | -19%[57.5 µM] |
| COc1cccc(C(=O)Nc2ccc(NC(=O)c3ccco3)c(Cl)c2)c1 | -1% |
| COC(=O)c1cc(NC(=O)c2ccc(OC)cc2)c(=O)oc1C | -4% |
| Cc1[nH]n(-c2ccccc2)c(=O)c1C=NCc1ccco1 | 4% |
| O=C(C1=C[C@@H](c2coc3ccccc3c2=O)C[C@@H](OCCCCO)O1)N1CCN(Cc2ccc3c(c2)OCO3)CC1 | -1%[57.5 µM] |
| CCOC(=O)N1CCC(N2C(=O)c3ccccc3C2Nc2ccc(S(=O)(=O)N3CCCCC3)cc2)CC1 (stereo not drawn) | -5% |
| COc1cc(/C=N/NC(=O)c2ccc3nc[nH]c3c2)cc(OC)c1OC | -13%[57.5 µM] |
| CCOc1ncccc1C(=O)N1CCN(c2cccc(C)c2C)CC1 | -4% |
| O=[N+]([O-])c1cccc(-c2nc(N3CCOCC3)c3ccccc3n2)c1 | ? |
| Cc1cc(C(=O)Nc2cccc3ccccc23)n(-c2ccccc2)n1 | -3% |
| Cc1cnc(C(=O)OCC(=O)NCc2ccc3c(c2)OCO3)cn1 | 2% |
| O=C(COC(=O)c1cnc(Cl)c(Cl)c1)NCc1ccc2c(c1)OCO2 | 4% |
| O=P1(O)Oc2c(-c3ccccc3)cc3ccccc3c2-c2c(c(-c3ccccc3)cc3ccccc23)O1 | 1% |
| COCCN(C(=O)c1ccccc1OC1CCN(S(C)(=O)=O)CC1)C(C)C | 2% |
| COc1cccc(Cn2c(=O)c(-c3cccs3)nc3cnc(Nc4cccc(OC)c4)nc32)c1 | -13% |
| COc1ccccc1N=C1SC(C(=O)Nc2cccc(Cl)c2Cl)C(N)=C1C(N)=O (stereo not drawn) | -8%[57.5 µM] |
| Cc1cc(NC(=O)C2CC(=O)N(c3ccccc3)C2)no1 (stereo not drawn) | -3% |
| COCCCNCCCCOc1ccc(OCc2ccccc2)cc1 | -14% |
| CC(C)OCC(O)CN1CCN(C(c2ccccc2)c2ccccc2)CC1 (stereo not drawn) | -12% |
| COc1ccc2c(c1)CC(=O)NC=C2 | -7% |
| COc1cc(NC(=O)CN(c2cc(C)cc(C)c2)S(=O)(=O)c2c(C)noc2C)cc(OC)c1 | -2% |
| COc1cc(C(=O)N2CCc3ccccc32)ccc1OCc1c(C)noc1C | 5%[57.5 µM] |
| COC(=O)C1CCN(C(=O)c2cc(=O)[nH]c3ccccc23)CC1 | 2% |
| O=C(O)c1cc(=O)c2ccccc2[nH]1 | -4%&10%&-94%&2% |
| Cc1cccc(/C(N)=N/OC(=O)Cc2ccccc2)c1 | -2% |
| O=[N+]([O-])c1ccc(-c2cn3nc(-c4ccccc4)c(-c4ccccc4)nc3n2)cc1 | -5%[57.5 µM] |
| CCN(CCO)C(=S)Nc1cc(C(=O)OC)ccc1C(=O)OC | -5% |

Nothing new here: an excerpt of the list.
| canonical_smiles | ERK EGF inh |
| --- | --- |
| O=P1(O)Oc2c(-c3ccccc3)cc3ccccc3c2-c2c(c(-c3ccccc3)cc3ccccc23)O1 | 1% |
| COCCN(C(=O)c1ccccc1OC1CCN(S(C)(=O)=O)CC1)C(C)C | 2% |
| COc1cccc(Cn2c(=O)c(-c3cccs3)nc3cnc(Nc4cccc(OC)c4)nc32)c1 | -13% |

Going on with the list:
| canonical_smiles | ERK EGF inh |
| --- | --- |
| O=C(COC(=O)c1ccccc1)Nc1cc(Cl)ccc1Oc1ccccc1 | 5% |
| CCN1CCN(Cc2c(O)ccc3c2O/C(=C\c2ccc(C)cc2)C3=O)CC1 | -3% |
| COC(=O)CCN(C(=O)c1ccc(Cl)c([N+](=O)[O-])c1)c1ccccn1 | -3%[57.5 µM] |
| CCOC(=O)CSc1nc(C)cc(C)c1C(N)=O | -4% |
| O=C(O)C12C[C@H]3C[C@@H](C1)CC(n1ncc(N4CCN(c5ccccc5)CC4)c(Cl)c1=O)(C3)C2 | 4% |
| CSc1c(C#N)c(N)c(C#N)c2c1COC(C)(C)C2 | 4% |
| Cc1nnc(SCC(=O)Nc2ccc(-c3nc4ccccc4s3)cc2)s1 | -2% |
| O=C(NC(=S)Nc1ccccc1N1CCOCC1)c1ccc(-c2cc(Cl)ccc2Cl)o1 | -14% |
| NC12NC(=O)C3(O)C4C5CC(C6C5C3C61)C42 (stereo not drawn) | -5% |
| COc1cc(/C=N/N(C)S(=O)(=O)c2ccc(C)cc2)cc([N+](=O)[O-])c1O | -6%[57.5 µM] |
| Cc1ccc2[nH]c(C)c(CCNC(=O)C3CCCCC3C(=O)OCC(F)(F)F)c2c1 (stereo not drawn) | 20% |
| CCC(C)NC(=O)CNS(=O)(=O)c1ccc(C)cc1 (stereo not drawn) | 13% |
| CC(=O)Nc1cccc(C(=O)/C=C/c2ccc[nH]2)c1 | -3%[57.5 µM] |
| O=C(c1ccncc1)N1CCC2(CC1)CCN(c1ncccn1)CC2 | -4% |
| Cc1cccc(N2C(=O)c3cccc4c(N5CCCCC5)c([N+](=O)[O-])cc(c34)C2=O)c1C | 0% |
| COc1ccc(/C=C(\C#N)C(=O)OCC(=O)Nc2c(C)cccc2C)cc1 | 6% |
| CCn1c(=O)[nH]c(=O)c2c(N)c(C(=O)c3cc(F)ccc3F)sc21 | 1%[57.5 µM] |
| COc1ccc(C(=O)c2ccccc2Cl)cc1OC | -1% |
| CCC(CO)NCc1sccc1C (stereo not drawn) | 3% |
| COc1ccc(NC(=O)C(=O)NCC(=O)Nc2cccc(C(F)(F)F)c2)cc1 | 1% |
| Cc1ccc(S(=O)(=O)N2CCN(C(=O)c3ccc([N+](=O)[O-])cc3)C2)cc1 | -3% |
| Cc1cc2c(cc1C)N(C(=O)CSc1nncn1C)C(C)(C)c1ssc(=S)c1-2 | 5% |
| Nc1nc(NCc2ccco2)nc(N2CCCC2)c1[N+](=O)[O-] | 4%[57.5 µM] |
| CN(C(=O)CSc1nc(O)cc(=O)n1C1CCCC1)c1ccccc1 | -2%[57.5 µM] |
| CCOc1ccc(NC(=O)N2CCC(n3nnc4ccccc43)CC2)cc1 | -3% |
| CC(C)[C@H]1CN=C2N(C[C@H](C)NC(=O)CCC3CCCCC3)[C@H](Cc3ccc(O)cc3)CN21 | 0%[57.5 µM] |
| CCOC(=O)c1sc(NC(=O)Cc2c(F)cccc2Cl)nc1C | 3% |
| COc1cc(CC(NC(C)=O)C(=O)NC2CCN(C(=O)C3CC3)CC2)cc(OC)c1 (stereo not drawn) | -1% |
| O=C(NCCCCc1ccccc1)c1ccc(Br)o1 | -11% |
| CC1CN(C(=O)c2cccs2)CC(C)O1 (stereo not drawn) | -7% |

Entries shown so far with two or more sulfur atoms, in the order listed:
| canonical_smiles | ERK EGF inh |
| --- | --- |
| Cc1csc2c(SCC(=O)NNC(=O)C(Cl)Cl)ncnc12 | 5%[57.5 µM] |
| COc1cccc(CN2CCN(C3CSCCSC3)CC2CCO)c1 (stereo not drawn) | -18% |
| Cc1nnc(SCC(=O)Nc2ccc(-c3nc4ccccc4s3)cc2)s1 | -2% |
| Cc1cc2c(cc1C)N(C(=O)CSc1nncn1C)C(C)(C)c1ssc(=S)c1-2 | 5% |

Next part
| canonical_smiles | ERK EGF inh |
| --- | --- |
| Cc1nn(-c2ccccc2)c(Cl)c1/C=N/NC(=O)OC(C)(C)C | 6% |
| CCOP(=O)(OCC)C(Nc1ccc([N+](=O)[O-])cc1)c1ccc(Cl)cc1 (stereo not drawn) | -4% |
| CCCCNC(=O)c1cc(C)nn1-c1ccccc1 | 14%[57.5 µM] |
| O=C(NC1=C(Nc2ccc(F)cc2)C(=O)c2ccccc2C1=O)c1ccc(Cl)cc1 | ? |
| Cc1ccc(C)c2[nH]c(=O)c(CCNC(=O)Cc3cccs3)cc12 | -4% |
| COc1ccc(C(=O)Nc2ccc(NS(=O)(=O)c3ccccc3)cc2)cc1OC | -13%[57.5 µM] |
| CC(=O)Oc1ccc(/C=N/NS(=O)(=O)c2ccccc2)cc1 | -8% |
| CC1CN(CC(O)COC(c2ccccc2)c2ccccc2)CC(C)O1 (stereo not drawn) | 4% |
| COc1cc([N+](=O)[O-])cc(/C=N/NC(=O)Cn2nc(C)cc2C)c1O | -4%[57.5 µM] |
| Cc1cccc(C(CC(=O)NCc2ccco2)c2ccccc2)c1O (stereo not drawn) | 0% |
| O=C(OCC(=O)N1CCCCCC1)c1ccc(Cl)c(S(=O)(=O)N2CCCC2)c1 | -1% |
| O=c1[nH]c(CSc2nnnn2-c2ccccc2)nc2ccccc12 | -5% |
| COc1ccc(N2C(=O)C3C(c4ccc(OC)cc4O)NC(Cc4ccccc4)(C(=O)O)C3C2=O)cc1 (stereo not drawn) | 4% |
| CC[C@H]1OC(=O)[C@H](C)[C@@H](O[C@H]2C[C@@](C)(OC)[C@@H](O)[C@H](C)O2)[C@H](C)[C@@H](O[C@@H]2O[C@H](C)C[C@H](N(C)C)[C@H]2O)[C@](C)(OC)C[C@@H](C)C(=O)[C@H](C)[C@@H](O)[C@]1(C)O | ? |
| CC(C)NC(=O)NC(=O)CSc1nnc(-c2ccccc2F)n1N | 4% |
| CN(CCO)c1cc(NCCCN2CCC(Cc3ccccc3)CC2)c2nonc2c1[N+](=O)[O-] | 3% |
| CS(=O)(=O)N(CC(=O)NCc1ccncc1)C1CCCCC1 | 12% |
| CC(C)N1C(=S)SC(C)(C)C1n1oc(=O)n(-c2cccc(Cl)c2)c1=O (stereo not drawn) | -12% |
| CCC(=O)Oc1ccc2c(c1)OC1(OC(C)=O)OC(C)CC1=C2C (stereo not drawn) | 2%[57.5 µM] |
| NC(=S)Cc1ccccc1Cl | -9%[57.5 µM] |
| Cc1cc(O)c(NC(=O)c2cccc([N+](=O)[O-])c2)cc1C | -4%[57.5 µM] |
| O=C(CNC(=O)c1ccccc1)NC1(C(=O)NC2CCCCC2)CCCCC1 | -2% |
| Cc1ccc(C(c2nnnn2C(C)(C)C)N2CCC(C)CC2)cc1 (stereo not drawn) | 4% |
| O=C(N/N=C/c1ccco1)c1cc(-c2cccc(Br)c2)nc2ccccc12 | -2% |
| Nc1nnn(CC(=O)N/N=C/c2ccccc2Cl)n1 | 1%[57.5 µM] |
| CC(C)c1ccc2c(c1)C1(NN=C(c3ccccc3)S1)C(=O)N2 (stereo not drawn) | ? |
| CN(C)S(=O)(=O)c1cc(NC(=O)CNCCN2CCOCC2)ccc1Cl | -9%[57.5 µM] |
| CC(C)COc1ccc(CN=C(N)N=C(N)N)cc1Cl | -2% |
